Screening data (PubChem BioAssay)
CXCR6 block – CXCR6 receptor inhibitors, primary screen, cell-based, beta-arrestin, luminescence, CHO-K1 PathHunter, 1536-well | C-X-C chemokine receptor type 6 (Homo sapiens), O00574 | inhibition, % at 20 µM | 0.36% of 360,000 active | AID 602244, 2012; in the data active = inhibition above about 34%, passing the limit was not always enough;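 note: antagonist mode with CXCL16 agonist at 10 nM final; 0% = 10 nM CXCL16 with DMSO and 100% = unstimulated wells without agonist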
Target sequence (O00574 whole entry, looked up): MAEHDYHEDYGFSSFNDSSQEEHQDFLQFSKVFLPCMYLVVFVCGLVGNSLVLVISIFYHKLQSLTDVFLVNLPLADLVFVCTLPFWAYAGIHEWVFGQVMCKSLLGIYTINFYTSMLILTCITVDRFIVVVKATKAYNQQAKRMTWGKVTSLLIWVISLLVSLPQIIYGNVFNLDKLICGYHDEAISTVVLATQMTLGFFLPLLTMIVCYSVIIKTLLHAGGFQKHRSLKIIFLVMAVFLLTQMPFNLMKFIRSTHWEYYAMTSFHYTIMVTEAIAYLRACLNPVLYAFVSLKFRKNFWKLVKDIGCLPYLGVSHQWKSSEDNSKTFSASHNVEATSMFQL
EBI2 antag – EBI2 receptor antagonists, beta-arrestin recruitment, primary screen, cell-based, luminescence, 7a,25-OHC stimulation, uHTS | G-protein coupled receptor 183 (Homo sapiens), P32249 | 7a,25-OHC stimulated | 0.81% of 360,000 active | AID 651636, 2012 | inhibition, % at 5 µM; in the data active = inhibition above about 38%;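 note: enzyme fragment complementation signal reports receptor beta-arrestin coupling in cells; 0% = agonist plus DMSO wells and 100% = wells without agonist; some results beyond the cut were filed as inactive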
Target sequence (P32249 whole entry, looked up, the tested form may be a part): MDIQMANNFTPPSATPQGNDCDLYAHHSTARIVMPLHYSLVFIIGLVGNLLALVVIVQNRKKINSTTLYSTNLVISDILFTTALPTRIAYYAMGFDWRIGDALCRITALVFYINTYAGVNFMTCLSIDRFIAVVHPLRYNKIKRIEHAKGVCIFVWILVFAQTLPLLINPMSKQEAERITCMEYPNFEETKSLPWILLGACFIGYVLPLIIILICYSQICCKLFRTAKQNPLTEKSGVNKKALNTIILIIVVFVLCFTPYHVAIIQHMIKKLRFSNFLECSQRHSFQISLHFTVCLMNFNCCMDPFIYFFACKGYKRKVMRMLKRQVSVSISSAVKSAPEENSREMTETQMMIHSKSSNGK
MPTP inh – mitochondrial permeability transition pore inhibitors, primary screen, biochemical, isolated mouse mitochondria, absorbance. Ca2+ swelling absorbance, 30 min. inhibition, % at 10 µM. 1.4% of 360,000 active;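 active = inhibition of 50% or more, scaled per plate between neutral and stimulator controls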;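 note: 0% = DMSO wells given calcium and 100% = 1 mM EGTA wells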
An asterisk follows results filed as active. An excerpt; count on the stated rates, not on these rows.

The opening 17 compounds as a preview:
compound,CXCR6 block,EBI2 antag,MPTP inh
CCOC(=O)C1(C)CCCN(C(=O)COc2ccccc2)C1 (stereo not drawn),-7.5,2.6,-0.8
COc1ccc(-c2cc3c(c4c2ccn4C)C2CCC3O2)cn1 (stereo not drawn),-8.4,5.9,1.1
CCCC(=O)N1CCC1(C)C(=O)NS(=O)(=O)c1ccccc1 (stereo not drawn),1.1,0.5,-1.8
COc1ccc(NC(=O)C2(C)Cc3c(-c4ccc(C(N)=O)cc4)ccnc3O2)cc1OC (stereo not drawn),10.9,1.0,0.5
CSCCC(NC(=O)COc1ccccc1)C(=O)NCC(C)(C)N1CCOCC1 (stereo not drawn),-4.4,-4.3,-0.1
C#CCNC(=O)C[C@@H]1C[C@@]2(C(=O)OC)CCCCC=C2N(Cc2ccco2)C1=O,-7.5,4.0,-0.5
COc1cc(NC(=O)Nc2nc(C(N)CCc3ccccc3)cs2)cc(OC)c1OC (stereo not drawn),-6.5,0.5,4.9
COCCN1C[C@@H](CO)O[C@@H](n2cnc3c(NC(C)C)ncnc32)C1,1.4,-4.0,-0.8
CC(C)N1CC2(CC(c3ccc(Cl)cc3Cl)=NO2)CN1C(=O)c1ccc(C(C)(C)C)cc1 (stereo not drawn),1.4,-12.9,51.5*
Cc1ccccc1OCCOC(=O)c1cc(S(=O)(=O)N2CCOCC2)ccc1C,-3.7,4.8,0.3
CCN1C(=O)[C@H]2[C@@H](c3ccc(C)cc3)N[C@]3(CCCN(Cc4ccco4)C3=O)[C@H]2C1=O,0.3,-6.6,0.4
COc1cccc(-c2cc3nc(NCc4ccccc4OC)n(C)c(=O)c3s2)c1,2.8,-3.9,1.9
COCCCNC(=O)C[C@@H]1C[C@@]2(C(=O)OC)CCCCC=C2N(Cc2ccccc2)C1=O,-7.1,-5.5,-0.7
CC(C)[C@@H]1Cc2[nH]n(C)c(=O)c2[C@H](c2ccc(F)cc2)O1,3.2,1.5,-0.5
Nc1ccn([C@@H]2O[C@H](CNCc3cc(Cl)ccc3OCc3ccc(Cl)cc3)[C@@H](O)[C@H]2O)c(=O)n1,-8.5,5.8,-1.5
COc1ccccc1-c1cc(NC=O)c2ncc(-c3cccc(C(F)(F)F)c3)n2c1,-1.7,24.2,-0.1
CCCCCc1c(-c2ccc(Br)cc2)ncn1CCc1ccccc1OC,11.9,14.8,2.8

The listing, repeating the preview:
compound,CXCR6 block,EBI2 antag,MPTP inh
CCOC(=O)C1(C)CCCN(C(=O)COc2ccccc2)C1 (stereo not drawn),-7.5,2.6,-0.8
COc1ccc(-c2cc3c(c4c2ccn4C)C2CCC3O2)cn1 (stereo not drawn),-8.4,5.9,1.1
CCCC(=O)N1CCC1(C)C(=O)NS(=O)(=O)c1ccccc1 (stereo not drawn),1.1,0.5,-1.8
COc1ccc(NC(=O)C2(C)Cc3c(-c4ccc(C(N)=O)cc4)ccnc3O2)cc1OC (stereo not drawn),10.9,1.0,0.5
CSCCC(NC(=O)COc1ccccc1)C(=O)NCC(C)(C)N1CCOCC1 (stereo not drawn),-4.4,-4.3,-0.1
C#CCNC(=O)C[C@@H]1C[C@@]2(C(=O)OC)CCCCC=C2N(Cc2ccco2)C1=O,-7.5,4.0,-0.5
COc1cc(NC(=O)Nc2nc(C(N)CCc3ccccc3)cs2)cc(OC)c1OC (stereo not drawn),-6.5,0.5,4.9
COCCN1C[C@@H](CO)O[C@@H](n2cnc3c(NC(C)C)ncnc32)C1,1.4,-4.0,-0.8
CC(C)N1CC2(CC(c3ccc(Cl)cc3Cl)=NO2)CN1C(=O)c1ccc(C(C)(C)C)cc1 (stereo not drawn),1.4,-12.9,51.5*
Cc1ccccc1OCCOC(=O)c1cc(S(=O)(=O)N2CCOCC2)ccc1C,-3.7,4.8,0.3
CCN1C(=O)[C@H]2[C@@H](c3ccc(C)cc3)N[C@]3(CCCN(Cc4ccco4)C3=O)[C@H]2C1=O,0.3,-6.6,0.4
COc1cccc(-c2cc3nc(NCc4ccccc4OC)n(C)c(=O)c3s2)c1,2.8,-3.9,1.9
COCCCNC(=O)C[C@@H]1C[C@@]2(C(=O)OC)CCCCC=C2N(Cc2ccccc2)C1=O,-7.1,-5.5,-0.7
CC(C)[C@@H]1Cc2[nH]n(C)c(=O)c2[C@H](c2ccc(F)cc2)O1,3.2,1.5,-0.5
Nc1ccn([C@@H]2O[C@H](CNCc3cc(Cl)ccc3OCc3ccc(Cl)cc3)[C@@H](O)[C@H]2O)c(=O)n1,-8.5,5.8,-1.5
COc1ccccc1-c1cc(NC=O)c2ncc(-c3cccc(C(F)(F)F)c3)n2c1,-1.7,24.2,-0.1
CCCCCc1c(-c2ccc(Br)cc2)ncn1CCc1ccccc1OC,11.9,14.8,2.8
COc1ccc(Br)c(Cn2c(C)c(C(=O)NCc3ccc4c(c3)OCCO4)sc2=O)c1,13.9,0.2,-1.2
C[C@H](CO)N1C[C@H](C)[C@@H](CN(C)Cc2ccc(Oc3ccccc3)cc2)OCc2cnnn2CCCC1=O,4.9,-9.6,0.5
COc1ccc(C(=O)N2CCCC(c3cc(C(=O)NCc4ccccc4)no3)C2)cc1 (stereo not drawn),-5.2,13.3,0.6
COc1ccc([C@H]2C[C@@H](O)[C@H](n3cc(COC(=O)c4ccccc4)nn3)CN2Cc2cccs2)cc1,6.0,-0.2,-0.1
COc1ccc(C(=O)N/C(=C\c2ccc(Cl)cc2)C(=O)NCc2ccncc2)cc1,3.3,-3.9,-1.3
CCOC(=O)[C@]12CCCC=C1N(Cc1cccc3ccccc13)C(=O)[C@H](CC(=O)N1CCCC1)C2,-0.6,7.4,-0.2
Nc1nc2c(ncn2[C@@H]2O[C@H](CNC(=O)[C@H](N)Cc3ccccc3)[C@@H](O)[C@H]2O)c(=O)[nH]1,-10.0,-11.8,0.3
CCc1nc2ccc(C(=O)Nc3cc(-c4ccccc4)ccc3OC)cn2c1N(CCN(C)C)CC1CC1,-2.9,-3.5,-4.0
C[C@@H]1CN([C@H](C)CO)C(=O)CCCn2cc(nn2)CO[C@H]1CN(C)C(=O)Nc1ccc(-c2cccs2)cc1,5.1,-1.7,-0.7
CCOC(=O)C1(C)CCCN(C(=O)c2ccc(C)c(F)c2)C1 (stereo not drawn),-15.1,-8.1,-2.6
COc1ccccc1S(=O)(=O)N(C)C[C@H]1Oc2cc(Br)ccc2S(=O)(=O)N([C@@H](C)CO)C[C@H]1C,7.5,-0.6,0.8
CCCCNc1nc2c(c(=O)[nH]c(=O)n2C)n1CCCc1ccccc1,-0.6,11.9,0.0
CCOC(=O)[C@]12CCC=C1N(Cc1ccc(Cl)cc1Cl)C(=O)[C@H](CC(=O)N1CCCC1)C2,1.0,12.4,-1.2
CCOC(=O)C1(C)CCCN(C(=O)c2c(-c3ccccc3)noc2C)C1 (stereo not drawn),-0.5,-3.0,-0.2
COc1ccc(OCCn2c(C)nc3ccccc32)cc1,6.8,-4.2,1.0
Cc1ccc(S(=O)(=O)Nc2ccc3c(c2)C(=O)N([C@@H](C)CO)C[C@@H](C)[C@@H](CN(C)C(=O)NC(C)C)OCCCC[C@H](C)O3)cc1,1.5,-10.1,0.0
Cc1ccc(F)c(S(=O)(=O)NC(=O)C2(C)CCN2C(=O)CCc2cccs2)c1 (stereo not drawn),1.0,-5.7,0.9
C[C@H]1CN([C@@H](C)CO)C(=O)CCCn2cc(nn2)CO[C@@H]1CN(C)C(=O)Nc1cccc(C(F)(F)F)c1,-6.6,-13.7,1.2
COc1ccccc1-c1csc(C(C)(O)c2cccc(F)c2)n1 (stereo not drawn),-2.7,13.8,1.1
O=C(NCc1cccnc1)C1Cc2c(-c3ccc(Cl)cc3)ccnc2O1 (stereo not drawn),-3.4,-1.6,-0.6
OCCCNc1ncnc2c1ncn2[C@H]1CN(Cc2ccc3c(c2)OCO3)C[C@@H](CO)O1,1.2,-0.2,-0.3
CCCCn1nnnc1C(c1ccccc1)N1CCN(C/C=C/c2ccccc2)CC1 (stereo not drawn),-3.2,46.2*,-1.0
COC(=O)C1CCN(C2CN(Cc3ccccc3)S(=O)(=O)C2)CC1 (stereo not drawn),-4.9,-11.4,-1.2
COc1ccc([C@H]2C[C@H](n3cc(-c4ccc(F)cc4)nn3)[C@@H](O)CN2Cc2cccs2)cc1,5.0,-7.8,0.1
O=C(CN1CCOCC1)NN=Cc1ccc([N+](=O)[O-])o1,-18.7,-13.9,-0.3
Cc1cccc(C)c1NC(=O)NS(=O)(=O)c1ccccc1,-1.1,-2.5,-2.5
CCCc1c(-c2ccc(F)cc2F)ncn1Cc1ccccc1OC,13.4,14.9,-0.9
CO/N=C(/C(=O)N[C@@H]1C(=O)N2C(C(=O)O)=CCS[C@H]12)c1cnc(N)s1,5.6,6.9,0.4
CCCC(=O)Nc1ccc2c(c1)nc(CCN1CCC(C)CC1)n2C,0.2,8.5,0.1
COCCCN1C(=O)C(CC(=O)NCC2CCCCC2)CC(C(=O)N(C(C)C)C(C)C)=C1C (stereo not drawn),-8.2,-4.3,-1.6
CN1OC[C@@H]2CN(C(=O)Nc3ccccc3)[C@H](c3ccc(N4CCCCC4)cc3)C[C@@H]21,-0.4,-4.1,-1.9
COC(=O)[C@]12CCCCC=C1N(Cc1ccco1)C(=O)[C@H](CC(=O)N1CCCCC1)C2,-2.2,-5.7,-0.6
COc1ccc(C2=Nc3ccccc3NC(=O)C2N(C(=O)c2cnc(C)cn2)c2ccc(N3CCOCC3)cc2)cc1 (stereo not drawn),-7.6,-4.9,0.5
COc1cccc(/C=C/C(=O)OCC(=O)NC2CCCCCC2)c1,1.5,-3.2,-0.3
COc1ccc(-c2coc3c(C(=O)NCCc4ccccc4)cccc23)c(C)c1,23.5,23.0,0.0
Cc1ccn2c(NC3CCCCC3)c(-c3ccc(SC4CCCCC4)cc3)nc2c1,14.0,22.9,5.7
CCc1nc2ccc(C(=O)Nc3cccc(OCC(=O)N(C)C)c3)cn2c1N(CCC(C)C)CCN(C)C,-1.8,0.1,-0.2
Cc1onc(-c2ccccc2Cl)c1C(=O)O/N=C(\N)c1cccc([N+](=O)[O-])c1,-18.1,1.2,-0.3
COc1ccc(C(=O)C(=NN)c2ccccc2)cc1,1.0,-1.4,-1.2

(continued)
compound,CXCR6 block,EBI2 antag,MPTP inh
CCNC(=O)C1(C)CCN(C(=O)c2ccc(N(C)C)cc2)C1 (stereo not drawn),-5.7,-13.6,-0.1
CC(=NOC(=O)c1ccc(Cl)cc1)c1nccs1,0.4,-1.4,-1.7
CCOC(=O)C1=C[C@@H](C(C)(C)C)N(S(=O)(=O)c2ccccc2C)[C@H]1c1ccc(Cl)cc1,9.4,23.9,1.1
COc1ccc(-c2ccc(C(=O)Nc3cccc(C(F)(F)F)c3)c3occc23)c(C)c1,4.2,42.9*,1.3
CCc1nc2c(OCc3ccc(F)cc3)cccn2c1N(C)C(=O)C(C)C,-2.2,-4.0,-0.1
CCCCCCN1CCN(C2CN(Cc3ccc(F)cc3)S(=O)(=O)C2)CC1 (stereo not drawn),-6.1,1.8,1.8
CCCCNC(=O)C[C@@H]1C[C@@]2(C(=O)OC)CCCCC=C2N(CCC2=CCCCC2)C1=O,-0.1,7.5,-3.2
Cc1ccccc1NC(=O)Nc1nnc([C@@H]2C[C@H](O)[C@@H](CO)O2)s1,5.9,0.2,0.0
CCCCOCCCNC(=O)C[C@@H]1C[C@@]2(C(=O)OCC)CCCC=C2N(Cc2ccc(Cl)cc2Cl)C1=O,17.8,5.9,-0.4
Clc1ccc(-c2nc3ccc(Br)cn3c2Cc2cccc(Cl)c2)cc1,12.9,18.5,1.6
CC(=O)N1CCc2c(sc(NC(=O)c3ccc(S(=O)(=O)N(C)CC4CCCO4)cc3)c2C(N)=O)C1 (stereo not drawn),5.5,-1.5,0.4
CCCCn1nnnc1C(c1ccccc1OC(F)(F)F)N1CCN(C/C=C/c2ccccc2)CC1 (stereo not drawn),18.8,67.9*,2.3
CCCNC(=O)C1(C)CCN(C(=O)c2cc(C(C)(C)C)nn2C)C1 (stereo not drawn),-4.9,-6.8,-1.6
Cc1ccc(/C(O)=C2\C(=O)C(=O)N(CCCN3CCOCC3)C2c2ccccc2F)cc1 (stereo not drawn),3.9,3.8,-0.1
